Rat MKP-3 inhibitors = MKP-3 phosphatase inhibitors, primary screen, biochemical, rat enzyme, in vitro (AID 425). one-dose inhibition, % at 20 µM; IC50 in µM for titrated hits. 110,000 tested, 0.17% active. recombinant MKP-3 phosphatase activity, fluorescence; higher % means a stronger effect. Dual specificity protein phosphatase 6 (Rattus norvegicus); in the data active = inhibition above about 50%;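 note: plate controls were vehicle for no effect and reference inhibitor for full effect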
Hsp70 displacement = Hsp70 inhibitors, probe displacement, primary screen, biochemical, fluorescence polarization (AID 583); Heat shock 70 kDa protein 1A (Homo sapiens); Hsp70 fluorescence polarization probe displacement, mP; higher % means a stronger effect; displacement, % at 20 µM, or IC50 in µM where a hit was titrated; 140,000 tested, 0.06% active; in the data active = displacement above about 50%;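 note: plate controls were vehicle for no effect and reference ligand for full effect; a part of the inactive calls stands beside numbers as strong as those of hits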
Active calls of the source: *; . = not tested or not shown; & = joins results of further samples.

SMILES | Rat MKP-3 inhibitors | Hsp70 displacement
COC(=O)CN(c1cc(OC)ccc1OC)S(=O)(=O)c1ccc(OC)c(OC)c1 | -3.1% | 2.3%
Cc1nc2cc(-c3ccccc3Cl)[nH]n2c(=O)c1C | 2.3% | -8.1%
CCc1nc2ccc(Oc3ccc4nc(CC)[nH]c4c3)cc2[nH]1 | 2.5% | -1.0%
O=C(CSc1nnnn1-c1ccccc1)Nc1nc(-c2ccccc2)ns1 | 7.1% | 14.0%
CC1=C(C(=O)NCc2ccccc2)C(c2cccs2)n2ncnc2N1 (stereo not given) | -11.3% | -2.2%
CCc1ccc(-c2cn3nc(C)c(C)nc3n2)cc1 | 0.0% | -6.0%
COc1cccc(OCCCNC(C)(C)C)c1 | -0.4% | -1.8%
C/C(=N\NC(=O)c1cc(C(C)(C)C)[nH]n1)c1cccc([N+](=O)[O-])c1 | 2.1% | 0.9%
Oc1ccc2ccccc2c1C=Nc1ccc2oc(-c3ccccc3Br)nc2c1 | 6.6% | -26.7%
O=S(=O)(Cc1ccccc1)N1CCCC(c2nc(-c3ccc(F)cc3)no2)C1 (stereo not given) | -7.6% | -1.8%
O=C(C1CCCO1)N1CCC(c2nc3ccccc3[nH]2)CC1 (stereo not given) | -0.6% | 1.0%
Cc1cc2n(n1)C(c1sccc1C)Nc1c(C)cccc1-2 (stereo not given) | 4.5% | 1.7%

Brought forward from above: 5 compounds, followed by the next part.
SMILES | Rat MKP-3 inhibitors | Hsp70 displacement
C/C(=N\NC(=O)c1cc(C(C)(C)C)[nH]n1)c1cccc([N+](=O)[O-])c1 | 2.1% | 0.9%
Oc1ccc2ccccc2c1C=Nc1ccc2oc(-c3ccccc3Br)nc2c1 | 6.6% | -26.7%
O=S(=O)(Cc1ccccc1)N1CCCC(c2nc(-c3ccc(F)cc3)no2)C1 (stereo not given) | -7.6% | -1.8%
O=C(C1CCCO1)N1CCC(c2nc3ccccc3[nH]2)CC1 (stereo not given) | -0.6% | 1.0%
Cc1cc2n(n1)C(c1sccc1C)Nc1c(C)cccc1-2 (stereo not given) | 4.5% | 1.7%
COc1ccc(/C=C/C(=O)Oc2ccc(C)c(C)c2)cc1OC | 2.2% | 3.9%
Cc1nc2cc(-c3cccc(F)c3)nn2c(C)c1Cl | 2.0% | 4.8%
Cc1n[nH]c(C)c1CCC(=O)N/N=C/c1c(Cl)cccc1Cl | 4.7% | 3.7%
COC(=O)c1c(NC(=O)CCCOc2ccccc2)sc2c1C(C(=O)OC)CC2 (stereo not given) | 4.0% | 2.8%
Cc1ccc(C(=O)N/C(=C\c2sccc2C)C(=O)NCc2ccco2)cc1 | 1.8% | 1.1%
N#C/C(=C\c1ccc(O)cc1)c1nc(-c2ccc(-c3ccccc3)cc2)cs1 | 1.1% | 1.2%
CC(NC(=O)c1ccc(N2CCCC2=O)cc1)c1ccccc1 (stereo not given) | . | -1.0%
Cc1cc(OCCc2c(C)n[nH]c2C)ccc1Cl | 5.5% | 0.5%
O=C(NC(=S)Nc1ccc(Cc2ccncc2)cc1)c1ccccc1 | 4.0% | 0.3%
CCc1nc2c(C#N)c(-c3ccc(Cl)cc3)ccn2n1 | . | 2.3%
CS(=O)(=O)N(CC(=O)Nc1cc(Cl)cc(Cl)c1)c1cccc(Cl)c1 | -2.8% | 4.3%
CC(C)C(c1nnnn1Cc1ccc(F)cc1)N1CCSCC1 (stereo not given) | 1.2% | 1.3%
CCOC(=O)CNC(=O)CSc1nnc(Cn2cnc3ccccc32)n1C | -4.9% | 5.0%
COc1ccc(C(=O)NC(C)c2nnc(SCC(=O)Nc3nc4ccccc4s3)n2C)cc1 (stereo not given) | -13.2% | -1.6%
CCC(C(=O)Nc1nc2ccccc2s1)c1ccccc1 (stereo not given) | -7.0% | -0.9%
Cc1cccc(NC(=O)CCN2CCN(C/C=C/c3ccccc3)CC2)c1 | 4.3% | 4.1%
CCN1CCCC(NC(=O)c2scc3c2CCCC3)C1 (stereo not given) | 0.4% | -0.7%
COc1cccc(-n2nnc3c(=O)n(CC(=O)N4CCCCC4)cnc32)c1 | -3.3% | 0.0%
COc1ccc(N2CC(C(=O)Nc3ccc(N4CCOCC4)cc3)CC2=O)cc1 (stereo not given) | 2.2% | 8.0%
O=C(Cc1ccccc1)NC(NNc1ccccc1)(C(F)(F)F)C(F)(F)F | . | -0.7%
O=C(NCCc1cccc(C(F)(F)F)c1)C(=O)Nc1ccccc1 | -0.2% | 3.8%
O=C(Nc1ccc(F)c(Cl)c1)c1cc2n(n1)C(C(F)(F)F)CC(c1cccs1)N2 (stereo not given) | 2.1% | -2.1%
CCN(CC)/C(=C\C(=O)c1ccc(C)cc1)c1ccccc1 | 1.6% | -95.5%
NS(=O)(=O)c1ccc(CCNC(=O)Nc2cccc(Cl)c2)cc1 | -1.1% | 0.1%
C#CCOC(=O)CCCC(=O)Nc1ccccc1OC | -2.1% | -0.7%
CCN(CC)c1ccc(NC(=O)/C=C/c2cc(Br)ccc2OC)cc1 | -0.3% | 1.9%
CCOc1ccc(C(C(=O)NC2CCCCC2)N(C(=O)c2ccco2)c2ccc(-n3cnnn3)c(C)c2)cc1 (stereo not given) | . | 1.0%
COc1ccc(CC(=O)Nc2oc(-c3ccccc3)c(-c3ccccc3)c2C#N)cc1 | 2.6% | -0.9%
COc1ccc(OC)c(N(CC(=O)Nc2ccccc2Br)S(C)(=O)=O)c1 | 2.6% | 2.1%
O=C(NC1CCCCC1)C1CC(=O)N(c2cccc([N+](=O)[O-])c2)C1 (stereo not given) | 0.8% | -5.1%
OCc1nnc2c3ccccc3c(-c3ccccc3)nn12 | . | -3.1%
CCOC(=O)CNC(=O)CSc1nnc(SCC(=O)NCC(=O)OCC)s1 | -13.9% | -2.6%
C=CCNc1ncnc2c1cnn2-c1cccc(C)c1 | 8.0% | 7.2%
COc1ccc([C@H]2[C@H](C(=O)C(C)(C)C)N3N=Cc4ccccc4C3[C@]23N=C(c2ccccc2)OC3=O)cc1 (stereo not given in full) | . | 2.0%
CCOc1ccc(/C=C2\SC(=S)N(CCC(=O)Nc3cccnc3)C2=O)cc1 | 3.6% | -1.4%
Cc1cccc(N2CC(O)=C(c3nc4ccccc4n3C)C2=N)c1 | . | -3.3%
CCc1cc2c(C)c(CC)c(=O)oc2cc1OC | 3.2% | -0.4%
C=CCSc1nc2c(c(=N)n1CC=C)C1CCCC1S2 (stereo not given) | -6.2% | 5.9%
Cc1ccc(C(=O)NCCCNc2ccc(Cl)cc2[N+](=O)[O-])cc1 | 0.4% | -0.9%
Cc1cc(C)n(-c2nnc(C)n2/N=C/c2ccccc2OCc2ccccc2Cl)n1 | -8.1% | 10.7%
CCOc1ccc(-c2nnc(NC(=O)Nc3ccc(Cl)c(Cl)c3)s2)cc1 | 0.1% | 4.4%
CCCCNCCOc1cccc(Cl)c1Cl | 1.5% | 1.9%
COC(=O)[C@H](CCSC)NC(=O)Nc1ccc(OC)c(Cl)c1 | -12.4% | 2.2%
COc1ccc(CC(=O)c2ccc(OC)c(OC)c2)cc1OC | -2.4% | 5.5%
Cc1ccc(CC2S/C(=N\N=C\c3ccc(O)cc3)NC2=O)cc1 (stereo not given) | 1.6% | -1.4%
Cc1cc(C)c(NC(=O)C(C)Sc2nc3ccccc3s2)c(C)c1 (stereo not given) | 1.8% | -3.6%
O=C(N/N=C/c1cc([N+](=O)[O-])cc(Br)c1O)c1ccncc1 | -0.7% | -1.1%
Cn1c(=O)c2c(nc(NC3CCCCC3)n2Cc2ccccc2)n(C)c1=O | 0.2% | -2.4%
CCOCCCn1c(=N)c(C(=O)Nc2cc(C)on2)cc2c(=O)n3ccccc3nc21 | 4.7% | 3.5%
O=C1CC(C2CCCO2)C(=O)N1Cc1ccccc1 (stereo not given) | -4.9% | 1.2%
COc1cc2nc(CC(C)C)n(NC(=O)c3ccccc3)c(=O)c2cc1OC | 2.4% | -3.2%
COc1ccc(-c2noc(C3CCCN(C(=O)c4cccs4)C3)n2)cc1 (stereo not given) | -3.8% | 4.2%
COc1ccc(C(=O)NCCC2=CCCCC2)cc1OC | -2.7% | 0.5%&2.1%
COc1ccc(CN2CCCCC2C(=O)Nc2ccc(OC)c(OC)c2)cc1OC (stereo not given) | -3.1% | -1.5%
COC(=O)C1=CN(Cc2cccs2)C=C(C(=O)OC)C1c1cc(OC)c(OC)c(OC)c1 | 0.4% | 6.6%
COc1ccc(-c2nc3cc(NC(=O)COc4ccccc4[N+](=O)[O-])ccc3o2)cc1Br | 6.9% | -1.2%
O=C(O)CCCCCN1C(=O)C(=O)/C(=C(/O)c2ccc(F)cc2)C1c1ccc(F)cc1 (stereo not given) | 2.2% | 0.2%
CCN(CC)c1ccc(C(=O)Nc2ccc(F)c(Cl)c2)cc1 | 7.3% | 1.0%
N=C1C(c2nc3ccccc3s2)=C(O)CN1Cc1ccccc1 | . | 1.6%
CCC(=O)N1Cc2ccccc2-c2ccccc2C1=O | 4.5% | 5.5%

Fetched one by one from the entries so far, 4 records:
SMILES | Rat MKP-3 inhibitors | Hsp70 displacement
COc1ccc(C(=O)NCCC2=CCCCC2)cc1OC | -2.7% | 0.5%&2.1%
N=C1C(c2nc3ccccc3s2)=C(O)CN1Cc1ccccc1 | . | 1.6%
COc1cc2nc(CC(C)C)n(NC(=O)c3ccccc3)c(=O)c2cc1OC | 2.4% | -3.2%
O=C(O)CCCCCN1C(=O)C(=O)/C(=C(/O)c2ccc(F)cc2)C1c1ccc(F)cc1 (stereo not given) | 2.2% | 0.2%

Next part:
SMILES | Rat MKP-3 inhibitors | Hsp70 displacement
Cc1c(O)c(CN2CCCC2)cc2c3c(c(=O)oc12)CCC3 | -0.4% | -0.6%
CCC(C(=O)NC(C)CCc1ccccc1)n1nc(C)n2c(cc3occc32)c1=O (stereo not given) | 5.0% | 2.7%
C=CCn1c2ccccc2c2nnc(SCC(=O)Nc3cc(C)on3)nc21 | 0.6% | 0.1%&-2.6%
N#Cc1ccc(Oc2nc(Nc3ccc(F)cc3)nc(N3CCCC3)n2)cc1 | . | -5.0%
O=C(CCCN1C(=O)c2ccccc2C1=O)N1CCc2ccccc2C1 | . | -5.0%
CCOc1ccc(C(=O)Nc2ccc(NC(=O)c3ccco3)c(OC)c2)cc1[N+](=O)[O-] | 23.3% | 24.3%
COc1cccc(/C=N/n2c(C)c3c(C)nnc(C)c3c2C)c1O | -4.0% | .
CCN(CC)c1ccc(NC(=O)COc2cccc(C)c2)cc1 | 0.9% | -2.2%
O=C(CCc1nc(-c2ccccc2F)no1)NC1CCCCCC1 | -3.3% | -5.8%
Cc1csc2nc(CCNS(=O)(=O)c3ccc4c(c3)OCCO4)cn12 | -5.8% | .
Cc1nc(NC(=O)c2cccnc2)ccc1Br | 5.3% | 6.1%
CCS(=O)(=O)NCCc1cc2c(OC)ccc(OC)c2[nH]c1=O | 9.0% | 2.7%
CC(=O)c1ccc(-n2nncc2C)cc1 | -1.8% | -1.1%
COc1ccc2c(c1)c1ncn(CCCN3CCOCC3)c(=O)c1n2C | . | -1.3%
CC1=C(C(=O)Nc2ccccc2C)C(c2ccc(C)cc2)NC(=O)N1 (stereo not given) | 1.2% | -1.9%
O=S(=O)(Cc1ccccc1)CC(O)COCc1ccc(Cl)cc1 (stereo not given) | 1.5% | 1.2%
CCc1ccccc1NC(=O)c1ccc(Cl)c([N+](=O)[O-])c1 | 1.3% | 1.0%
O=C1NC(=O)N(c2cccc(Br)c2)C(=O)/C1=C/c1ccc(O)cc1 | 1.9% | -2.5%
CCn1c(SCC(=O)Nc2nc3c(s2)CCCC3)nnc1-c1ccccc1 | 3.2% | -2.5%
CCOc1ccc(NC(=O)CN(c2ccc(C)cc2)S(=O)(=O)c2ccc(OCC)cc2)cc1 | -2.0% | 0.2%
O=C(COc1ccc(S(=O)(=O)N2CCCCC2)cc1)NCc1cccnc1 | . | -1.7%
COC(=O)C1=C(O)/C(=C\c2ccc(O)c(OC)c2)N=C1C | . | -22.7%
CCOC(=O)c1ccc(NC(=O)COc2ccc(S(=O)(=O)NC(C)C)cc2)cc1 | -9.5% | 12.0%
Cc1ccc(OCC(=O)Nc2ccc(N(C)C)cc2)c(Br)c1 | 1.8% | -1.6%

Full records from above. Screens in order: Rat MKP-3 inhibitors, Hsp70 displacement
CC(=O)c1ccc(-n2nncc2C)cc1 is entered as -1.8%, -1.1%
COC(=O)C1=C(O)/C(=C\c2ccc(O)c(OC)c2)N=C1C is entered as ., -22.7%

Next compounds follow.
SMILES | Rat MKP-3 inhibitors | Hsp70 displacement
CC(C(=O)Nc1sccc1C(N)=O)N1C(=O)C2CC=CCC2C1=O (stereo not given) | -11.3% | -0.9%
Nc1nnc(COc2cccc(C(F)(F)F)c2)s1 | -10.0% | 0.6%
CCOc1ccc(N2C(=O)/C(=C/c3ccc(C)o3)SC2=S)cc1 | 3.3% | -6.7%
Cc1ccc(NC(=S)NC(=O)/C=C/c2ccco2)c(Br)c1 | -0.1% | 0.4%
O=C1N/C(=N/N=C\c2cccc([N+](=O)[O-])c2)SC1Cc1ccc(Br)cc1 (stereo not given) | 5.2% | -5.8%
CCOc1ccc(C(C#N)N2CCOCC2)cc1OC (stereo not given) | -8.7% | 5.7%
COc1ccc(OC)c(S(=O)(=O)Nc2ccc3oc4c(c3c2)C(=O)CCC4)c1 | . | -0.5%
COC(=O)CCC(=O)c1oc2ccc(Cl)cc2c1NC(=O)CCCN1C(=O)c2ccccc2C1=O | -8.4% | -5.4%
COc1ccc2cc(C(=O)N3CCOCC3)sc(=O)c2c1OC | 8.1% | 2.9%
Cc1cccc(NC(=O)c2ccc(NS(=O)(=O)c3c(C)noc3C)cc2)c1 | -1.0% | 5.0%
CC1NC(=O)N(C)C2NC(=O)N(C)C(c3ccccc3)C12 (stereo not given) | -5.9% | 8.4%
Cc1ccccc1OCc1nnc(Sc2nc3ccc([N+](=O)[O-])cc3s2)n1-c1ccccc1 | 3.3% | -2.4%
O=[N+]([O-])c1cccc(S(=O)(=O)Nc2ccccc2CO)c1 | -0.2% | 3.8%
Cc1cc(OCCOc2ncnc3ccccc23)ccc1Cl | -1.0% | -3.3%

These rows are one share of the data. The share of hits here may be higher or lower than overall.
